PREPL inhibitor = PREPL enzyme inhibitors, primary screen, biochemical, fluorescence polarization. Prolyl endopeptidase-like (Homo sapiens), Q4J6C6. recombinant PREPL, fluorescence polarization activity-based probe. inhibition, % at 5.96 µM. 320,000 compounds, 0.68% hits. AID 2751, 2010; in the data active means inhibition above about 43%;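 further: 0% = enzyme with DMSO and 100% = wells lacking enzyme; many of its hits are not listed in these tables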
LYPLA1 inh = LYPLA1 inhibitors, primary screen, counter-screen for PME1 inhibitor project, biochemical, fluorescence polarization, FP-Rh probe ABPP. Acyl-protein thioesterase 1 (Homo sapiens), O75608. recombinant LYPLA1. inhibition, % at 5.9 µM. 320,000 compounds, 0.16% hits;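 active means inhibition above the mean of all tested compounds plus 3 SD, set per campaign, cut at about 14% in these data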;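 further: inhibitors block serine hydrolase probe labeling of LYPLA1 so polarization falls; 0% = enzyme with DMSO and 100% = wells lacking LYPLA1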
GSTO1 inh = inhibitors of recombinant GSTO1, primary screen, counter-screen for RBBP9 inhibitor project, biochemical, fluorescence polarization. Glutathione S-transferase omega-1 (Homo sapiens), P78417. activity-based probe fluorescence polarization. inhibition, % at 5.96 µM. 300,000 compounds, 1.1% hits;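 active means inhibition above the campaign mean inhibition plus 3 SD, cut at about 35% in these data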;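 further: 0% = GSTO1-1 with DMSO and 100% = wells lacking GSTO1-1 enzyme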
Target sequence (P78417 whole entry, looked up): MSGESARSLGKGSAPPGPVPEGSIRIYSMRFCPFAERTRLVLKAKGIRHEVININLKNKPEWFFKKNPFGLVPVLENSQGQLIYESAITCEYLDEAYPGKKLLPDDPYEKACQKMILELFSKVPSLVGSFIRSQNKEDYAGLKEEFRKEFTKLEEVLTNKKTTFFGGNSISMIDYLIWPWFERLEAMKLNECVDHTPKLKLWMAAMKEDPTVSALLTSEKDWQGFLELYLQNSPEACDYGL
PAD4 inh = human PAD4 inhibitors, primary screen, biochemical, fluorescence polarization, 1536-well format; 330,000 compounds, 0.41% hits; recombinant PAD4, RCA probe fluorescence polarization; AID 485272, 2010; inhibition, % at 6.36 µM; Protein-arginine deiminase type-4 (Homo sapiens), Q9UM07;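 active means percent inhibition above a cutoff equal to the mean of all tested compounds plus 3 SD, cut at about 15% in these data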;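 further: 0% = PAD4 with RCA probe and DMSO and 100% = probe without PAD4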
Target sequence (Q9UM07 whole entry, looked up): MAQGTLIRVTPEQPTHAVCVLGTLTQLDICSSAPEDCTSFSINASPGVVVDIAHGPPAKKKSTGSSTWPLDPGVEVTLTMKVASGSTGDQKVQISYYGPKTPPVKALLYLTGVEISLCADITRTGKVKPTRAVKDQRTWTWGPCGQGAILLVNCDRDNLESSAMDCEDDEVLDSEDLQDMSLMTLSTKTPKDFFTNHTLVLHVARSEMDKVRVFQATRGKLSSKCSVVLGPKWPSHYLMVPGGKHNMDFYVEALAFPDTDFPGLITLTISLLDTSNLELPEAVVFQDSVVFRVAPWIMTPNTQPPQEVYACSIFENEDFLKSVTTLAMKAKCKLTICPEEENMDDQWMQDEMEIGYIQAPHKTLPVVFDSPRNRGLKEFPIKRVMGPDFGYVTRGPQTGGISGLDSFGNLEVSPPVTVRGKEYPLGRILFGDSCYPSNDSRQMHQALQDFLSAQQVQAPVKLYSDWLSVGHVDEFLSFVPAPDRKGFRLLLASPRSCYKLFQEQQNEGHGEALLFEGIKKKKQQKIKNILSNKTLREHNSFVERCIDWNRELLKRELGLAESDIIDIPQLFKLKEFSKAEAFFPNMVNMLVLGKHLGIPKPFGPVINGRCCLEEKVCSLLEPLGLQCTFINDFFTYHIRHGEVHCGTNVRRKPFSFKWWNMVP
PAFAH1B2 FP inh = PAFAH1B2 enzyme inhibitors, primary screen, biochemical, fluorescence polarization, human; Platelet-activating factor acetylhydrolase IB subunit alpha2 (Homo sapiens), P68402; recombinant PAFAH1B2, FP-rhodamine activity probe; inhibition, % at 3.39 µM; 340,000 compounds, 1.2% hits;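 active means inhibition above the mean of all tested compounds plus 3 SD, cut at about 24% in these data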;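 further: 0% = enzyme with DMSO and 100% = wells lacking PAFAH1B2; many of its hits are not listed in these tables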
pPAFAH inh = pPAFAH enzyme inhibitors, primary screen, biochemical, fluorescence polarization, human | Platelet-activating factor acetylhydrolase (Homo sapiens), Q13093 | recombinant pPAFAH, FP-rhodamine probe fluorescence polarization | inhibition, % at 3.39 µM | 330,000 compounds, 1.5% hits;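 active means inhibition above the mean inhibition across the screen plus 3 SD, cut at about 25% in these data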;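 further: inhibitors block binding of the rhodamine activity-based probe so polarization drops; 0% = enzyme with DMSO and 100% = wells lacking pPAFAH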
LYPLA2 counter = LYPLA2 inhibitors, primary screen, counter-screen for PME1 inhibitor project, biochemical, fluorescence polarization, FP-Rh probe ABPP | Acyl-protein thioesterase 2 (Homo sapiens), O95372 | recombinant LYPLA2 | inhibition, % at 5.9 µM | 320,000 compounds, 0.38% hits | AID 2177, 2009;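 active means inhibition above the screen-wide mean plus 3 SD, limit set per campaign, cut at about 26% in these data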;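 further: 0% = LYPLA2 with DMSO and 100% = wells lacking LYPLA2 enzyme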
PME-1 primary = PME-1 inhibitors via competitive probe labeling, primary screen, biochemical, fluorescence polarization, FP-Rh probe, HTS. 320,000 compounds, 0.53% hits. recombinant PME-1. Protein phosphatase methylesterase 1 (Homo sapiens), Q9Y570. inhibition, % at 5.9 µM;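 active means inhibition above the campaign mean of all compounds plus 3 SD, cut at about 26% in these data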;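 further: competitive labeling of PME-1 active site by serine hydrolase directed probe; 0% = PME-1 with DMSO and 100% = wells lacking PME-1 enzyme; inhibitors block probe labeling so polarization falls and inhibition rises; many of its hits are not listed in these tables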
PAFAH1B3 inh = PAFAH1B3 enzyme inhibitors, primary screen, biochemical, fluorescence polarization, human; recombinant PAFAH1B3, FP-rhodamine probe; inhibition, % at 3.39 µM; 340,000 compounds, 0.28% hits; Platelet-activating factor acetylhydrolase IB subunit alpha1 (Homo sapiens), Q15102;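 active means inhibition above the screen-wide average of all tested compounds plus 3 SD, cut at about 25% in these data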;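 further: 0% = enzyme with DMSO only and 100% = wells lacking PAFAH1B3 protein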
* hit, by the source's call; nt = not tested or not shown. A portion of the library. The share of hits here may be higher or lower than overall.

SMILES	PREPL inhibitor	LYPLA1 inh	GSTO1 inh	PAD4 inh	PAFAH1B2 FP inh	pPAFAH inh	LYPLA2 counter	PME-1 primary	PAFAH1B3 inh
CCOc1cc(N2CCOCC2)c(OCC)cc1NC(=O)c1ccc(OC)cc1	13	-1	4	4	4	7	2	5	-2
O=C(NC1CC(=O)c2sccc21)c1cccc(C(F)(F)F)c1 (centres undefined)	13	-3	-2	-2	1	1	0	-3	5
Cc1ncsc1C(=O)Nc1cccc(C(F)(F)F)c1	-7	-4	-13	-6	2	1	-11	-4	12
O=C1NCCN(Cc2c(F)cccc2Cl)C1CC(=O)N1CCCCO1 (centres undefined)	-1	-1	14	-2	-6	7	6	-6	-10
CCOC(=O)Cn1c(CN2CC(C)OC(C)C2)nc2c1c(=O)n(C)c(=O)n2C (centres undefined)	-2	1	6	1	7	0	4	-4	5
COc1cc(/C=C(\C#N)C(=O)NCC2CCCO2)c([N+](=O)[O-])cc1OC (centres undefined)	-4	0	4	-6	1	3	2	2	4
COc1ccc(NC(=O)c2cc(-c3ccccc3)on2)cc1OC	6	1	6	-5	-2	-1	1	-2	3
O=C(OCC(=O)N1CCCCCC1)c1ccc(Cl)c(S(=O)(=O)N2CCCC2)c1	9	-2	14	0	4	10	4	1	2
COC(=O)c1ccc2nccnc2c1	5	1	11	1	-3	4	4	6	6
Cc1ccc(-c2c[n+](CC(=O)Nc3c(C)cccc3C)c3n2CCC3)cc1	-22	3	4	-5	nt	0	5	-1	nt
CN(CC(=O)Nc1ccc(F)cc1)C(=O)CSc1ncccn1	-4	0	4	2	5	0	-2	4	-10
O=C(COc1ccc(S(=O)(=O)NCc2ccccc2)cc1)NCC1CCCO1 (centres undefined)	7	3	4	5	3	-2	2	9	3
CCC1(C)Cc2ccccc2-c2nc(NCCCO)n(C)c(=O)c21 (centres undefined)	4	1	7	0	6	-7	1	-1	6
COc1ccc(-c2noc(CN3C(=O)c4ccccc4C3=O)n2)cc1	4	-1	-6	-4	6	0	6	0	6
COc1ccc(NC(=O)/C(C#N)=C/c2ccc(OCc3ccccc3F)cc2)cc1	-5	-1	-4	-4	-1	-3	-10	-2	3
Cc1ccc(S(=O)(=O)N2CCC(C(=O)N3CCC3)CC2)cc1	0	-1	0	-4	2	2	11	3	10
Cc1ccnc(SCc2cc(=O)c(OC(=O)c3ccc(S(=O)(=O)N(C)C)cc3)co2)n1	-6	0	8	0	-1	2	-4	-4	9
O=C(COC(=O)c1ccc(Br)o1)NC1CCCc2ccccc21 (centres undefined)	0	2	nt	-6	-3	4	0	-5	-2
COc1ccccc1-c1csc(Cc2nnc3n2CCCCC3)n1	8	-4	1	2	0	8	3	4	7
CCc1nc(CN(C)C(=O)C2CCC(=O)N(Cc3cccc(F)c3)C2)no1 (centres undefined)	1	1	-1	-2	1	4	5	-7	2
O=C1NC(=S)N/C1=C/c1cccc([N+](=O)[O-])c1O	7	0	3	0	3	4	-1	5	6
O=C(COc1ccc(Cl)cc1Cl)NNC(=O)c1cccnc1	0	1	1	-7	4	0	-6	1	-1
CCN(CC)CCNC(=O)C(=O)Nc1cc2c3c(c1)CCN3C(=O)CC2	16	1	0	1	-2	2	5	1	5
Cc1nc2cc(-c3ccccc3)nn2c(C)c1CCC(=O)N1CCN(c2ccccc2)CC1	14	1	-1	-1	9	3	-2	-5	4
CCN(CC)C(=O)c1sc(NC(=O)c2cc(-c3ccc(C)s3)nc3ccccc23)c(C(=O)OC)c1C	-3	-4	-2	0	-11	2	-3	-7	-1
COc1ccc(CCN2C(=O)NC(NC(=O)CCc3ccccc3)(C(F)(F)F)C2=O)cc1OC (centres undefined)	-8	0	2	1	-3	5	8	-3	-1
O=C(NCc1ccccn1)C1CC(c2ccccc2Cl)=NO1 (centres undefined)	13	0	10	0	-3	2	1	-6	2
CCOc1ccccc1NC(=S)NNS(=O)(=O)c1c(C)cc(C)cc1C	2	-2	2	3	3	3	-4	1	3
O=C1c2ccccc2C(Nc2ccc3c(c2)OCCO3)N1c1ccccn1 (centres undefined)	4	1	3	6	0	5	-3	9	11
Cc1ccc[n+](CC(=O)c2ccc(-c3ccccc3)cc2)c1	26	1	4	-2	2	10	-2	-7	5
COC(=O)/C(=C/Nc1ccc(O)cc1)[N+](=O)[O-]	31	10	75*	68*	5	37*	10	16	5
CC(C)c1nnc(NC(=O)Cc2cccs2)s1	5	2	2	-1	-2	-1	-3	3	3
COc1cccc(-c2noc(CCC(=O)NC3CCCCC3)n2)c1	16	1	10	-3	3	-3	8	-2	12
COC(=O)c1sccc1NC(=O)Nc1cccc(F)c1	-9	0	-5	-2	-2	5	0	1	3
CC(=O)C1=C(c2ccccc2)NC(=O)NC1c1ccccc1OCC#N (centres undefined)	5	0	2	2	3	2	-6	-1	6
CC(NC(=O)Nc1ccccc1Cl)c1ccc2c(c1)OCO2 (centres undefined)	9	-1	1	-7	3	-2	1	1	2
N#C/C(=C\c1ccccc1)c1n[nH]c(Cn2cncn2)n1	-1	0	11	-4	1	0	6	-7	2
O=C(O)c1ccc(CSc2nnc(Cc3ccccc3)o2)cc1	11	1	-1	1	7	-3	1	-3	-6
O=C(CSc1nnc(C2CC2)n1Cc1ccco1)NCC(F)(F)F	-2	-3	0	-1	6	1	-1	1	5
CC(C)N(C(=O)COC(=O)c1ccc(O)cc1)C(C)C	7	-1	1	-1	6	2	-3	-1	-5
COC(=O)c1sccc1NC(=O)c1ccnn1C	0	6	1	-3	6	5	7	5	10
CCN(CC)S(=O)(=O)c1ccc(-n2cnnn2)c(C)c1	10	0	10	1	3	3	2	1	2
O=C(CSc1nn(-c2ccc(Cl)cc2)c(=S)s1)N1CCN(C(=O)c2ccco2)CC1	3	0	1	-7	5	6	4	7	3
N#CCCN(C(=O)COC(=O)c1cc(=O)[nH]c2ccccc12)c1ccccc1	11	nt	nt	-1	4	6	nt	nt	6
Cc1cc(C)c(NC(=O)C2CCN(C(=O)c3ccco3)CC2)c(C)c1	-7	-4	4	-6	-1	2	-3	16	4
Cc1ccc(S(=O)(=O)Nc2cc(Cl)c(O)c3ncccc23)cc1	6	-3	61*	36*	8	46*	-6	10	19
CCc1ccc(S(=O)(=O)NCc2cn3ccsc3n2)s1	0	-2	1	2	-3	4	2	-3	3
COc1ccc(C(=O)CSc2n[nH]c(-c3ccncc3)n2)cc1[N+](=O)[O-]	0	3	-1	-5	4	0	0	-5	5
Cc1ccc(C(=O)N2CCCCC2)cc1NC1=C(Cl)C(=O)N(Cc2ccccc2)C1=O	6	0	nt	3	1	7	5	1	-2
O=C(c1c[nH]c2ccccc12)C(O)C(c1ccccc1)N1CCOCC1 (centres undefined)	2	1	0	2	1	5	9	-1	2
CC(=O)CCS(=O)(=O)c1ccc(NC(C)=O)cc1	8	0	4	2	1	-3	0	1	11
CN(C)S(=O)(=O)c1ccccc1C#N	-8	1	-7	-5	1	11	-1	1	4
O=C(OCc1ccccc1)C1CCCN1C(=O)c1ccccc1[N+](=O)[O-] (centres undefined)	7	1	4	-2	6	8	7	-5	-1
Cc1cc(C)cc(C(=O)NN2CCOCC2)c1	-2	-3	-3	4	-5	4	1	-6	2
COC(=O)c1ccc(CSc2nnc(-c3ccc4c(c3)OCO4)n2-c2ccccc2)o1	-3	-5	3	-2	3	1	-7	-4	7
O=C1C(Cc2ccccc2)SC(=Nc2ccccc2)N1c1ccccc1 (centres undefined)	-8	-4	3	-3	-2	-2	0	-2	8
CC(=O)c1ccc(S(=O)(=O)N2CCN(c3nc(-c4cccnc4)nc4ccccc34)CC2)cc1	-9	-5	nt	-2	-3	4	-5	7	-2
CCOc1ccc(NC(=O)CN(C)C(=O)c2c(C)nn(-c3ccc(F)cc3)c2Cl)cc1OCC	2	-2	4	0	5	7	-6	0	-8
COc1ccc(OC)c(CCNC(=O)CCC(=O)N2CCOc3ccc(C)cc32)c1	9	0	1	8	3	-2	5	-7	5
COc1cc(C)c(Cl)cc1S(=O)(=O)NCCN1CCOCC1	2	-6	4	-3	7	-8	-6	-2	1
(cont.)
SMILES	PREPL inhibitor	LYPLA1 inh	GSTO1 inh	PAD4 inh	PAFAH1B2 FP inh	pPAFAH inh	LYPLA2 counter	PME-1 primary	PAFAH1B3 inh
O=C(CN(CC1CCCO1)C(=O)CNS(=O)(=O)c1ccc(Cl)cc1)NC1CCCC1 (centres undefined)	13	-1	2	1	16	10	2	-3	3
COc1ccc(CN2CCNC(=O)C2CC(=O)N(C)Cc2ccccn2)cc1OC (centres undefined)	4	-2	5	-7	0	-3	-9	-5	-1
CCOc1ccc(NS(=O)(=O)c2cc(NC(=O)C3CC3)ccc2C)cc1Br	-24	nt	nt	-2	-4	-2	nt	nt	-4
Cc1cccc(/C=C/C(=O)c2ccc(N3CCOCC3)cc2)c1	6	3	5	-2	nt	4	1	0	nt
Cc1nc(CN(C)Cc2nc(Cc3cccc(F)c3)no2)cs1	-1	4	4	-4	3	3	2	-2	3
CCCCCN1C/C=C\C(c2ccc(OC)cc2)N(Cc2ccc(F)cc2)C(=O)C1 (centres undefined)	-10	0	1	-4	-5	4	-1	5	1
CCCCC(NC(C)=O)c1nc2ccccc2[nH]1 (centres undefined)	15	-3	-4	6	0	-2	0	0	-1
CCCC1(C)NC(=O)c2ccccc2O1 (centres undefined)	-6	3	-9	-2	11	-2	-2	1	5
O=C(CSC(=S)N1CCCC1)NCC(=O)Nc1ccccc1Br	0	1	1	0	2	4	-8	8	-1
O=C1N(c2ccccc2)C[C@@H]2C[C@@H](c3cccs3)N3CCC[C@@]123	0	1	18	-4	-3	0	0	0	3
Cn1nccc1C(=O)N1CCCC(N2CCN(c3cccc(C(F)(F)F)c3)CC2)C1 (centres undefined)	4	4	9	3	0	3	54*	3	2
O=C(CN1CCC(c2nc3ccccc3s2)CC1)N1CCCCC1	15	2	7	6	4	3	9	0	5
O=C(NNC(=O)c1ccccc1Br)c1cccs1	-4	2	12	4	-3	-7	-1	-9	-6
O=C(N/C(=C/c1ccccc1)C(=O)N1CCCCC1)c1ccco1	8	1	-2	3	0	0	10	5	7
O=S(=O)(Nc1ccc(-c2cn3ccsc3n2)cc1)c1ccc2c(c1)OCCO2	0	-5	-4	-2	-3	23	-2	-7	1

Profiles, looked up by structure.
Results for `O=C(CSC(=S)N1CCCC1)NCC(=O)Nc1ccccc1Br` : PREPL inhibitor: 0; LYPLA1 inh: 1; GSTO1 inh: 1; PAD4 inh: 0; PAFAH1B2 FP inh: 2; pPAFAH inh: 4; LYPLA2 counter: -8; PME-1 primary: 8; PAFAH1B3 inh: -1
Results for `CCCC1(C)NC(=O)c2ccccc2O1` (centres undefined) : PREPL inhibitor: -6; LYPLA1 inh: 3; GSTO1 inh: -9; PAD4 inh: -2; PAFAH1B2 FP inh: 11; pPAFAH inh: -2; LYPLA2 counter: -2; PME-1 primary: 1; PAFAH1B3 inh: 5

Screens deposited in PubChem by The Scripps Research Institute Molecular Screening Center.
